Eya2 phos inh – Eya2 (human) phosphatase inhibition; O00167; recombinant Eya2, OMFP fluorescence dephosphorylation (OMFP is methylfluorescein phosphate); Potency, µM (titrated, usually from 76.9 µM), for the others: at the highest dose activity, negative = inhibition, hits mostly inhibitors; 330,000 tested, 0.006% active; AID 488837; also: potency is read from the fitted curve at half-maximal effect; % is scaled to controls: 0 for no effect and ±100 for the full control effect
Target sequence (O00167 whole entry, looked up): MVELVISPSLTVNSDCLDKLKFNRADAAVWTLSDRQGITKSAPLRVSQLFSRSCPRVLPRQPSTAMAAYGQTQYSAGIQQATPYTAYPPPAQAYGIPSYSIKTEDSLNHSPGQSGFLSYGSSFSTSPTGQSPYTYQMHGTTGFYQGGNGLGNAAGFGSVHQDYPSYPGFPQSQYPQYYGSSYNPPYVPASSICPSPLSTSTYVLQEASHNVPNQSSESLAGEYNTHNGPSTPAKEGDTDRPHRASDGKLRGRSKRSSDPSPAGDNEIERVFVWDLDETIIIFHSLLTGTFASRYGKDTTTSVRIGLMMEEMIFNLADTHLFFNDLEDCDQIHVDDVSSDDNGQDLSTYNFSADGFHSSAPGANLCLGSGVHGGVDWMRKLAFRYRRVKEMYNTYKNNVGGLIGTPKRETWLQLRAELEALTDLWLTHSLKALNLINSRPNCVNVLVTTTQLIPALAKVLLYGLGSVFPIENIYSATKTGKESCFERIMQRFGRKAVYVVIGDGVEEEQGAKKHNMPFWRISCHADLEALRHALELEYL
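Eya2 (0.2 uM) preincubated 10 min at ambient with compound, then OMFP substrate added at 50 uM; 10 min reaction in 50 mM HEPES pH 7.5, 50 mM NaCl, 5 uM MgCl2, 0.05% BSA, 1 mM DTT. Fluorescence read at Ex 485/Em 525 nm.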
ASM inhibitor – inhibitors of human secretory acid sphingomyelinase; AID 504937; 340,000 tested, 0.006% active; Potency, µM (series often up to 57.5 µM), for the others: at the highest dose activity change, negative = inhibition, usual class: inhibitors; placental ASM, HMU-PC fluorogenic substrate, 60 min; P17405; also: potency is read from the fitted curve at half-maximal effect
Target sequence (P17405 47-631 limits assumed): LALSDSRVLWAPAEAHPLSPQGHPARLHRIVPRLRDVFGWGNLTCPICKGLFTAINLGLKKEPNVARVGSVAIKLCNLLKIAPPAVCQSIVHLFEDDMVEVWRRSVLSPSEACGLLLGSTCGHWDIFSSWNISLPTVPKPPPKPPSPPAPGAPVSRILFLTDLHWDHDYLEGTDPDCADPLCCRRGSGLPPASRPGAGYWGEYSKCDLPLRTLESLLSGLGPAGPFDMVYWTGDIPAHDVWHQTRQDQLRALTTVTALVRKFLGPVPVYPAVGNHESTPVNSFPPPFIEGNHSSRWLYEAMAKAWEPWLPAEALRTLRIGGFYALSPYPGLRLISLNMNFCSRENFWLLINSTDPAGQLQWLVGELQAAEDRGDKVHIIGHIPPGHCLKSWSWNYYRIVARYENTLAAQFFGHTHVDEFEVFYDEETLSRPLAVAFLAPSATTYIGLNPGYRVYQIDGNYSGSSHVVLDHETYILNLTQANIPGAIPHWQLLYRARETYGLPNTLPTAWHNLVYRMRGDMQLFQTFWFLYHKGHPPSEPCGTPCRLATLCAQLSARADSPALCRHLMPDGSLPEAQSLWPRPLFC
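HMU-PC0 cleavage (9 uM final) by human placental ASM, 60 min at 37 °C following 10 min compound exposure at RT; stopped at pH 10, fluorescence Ex 386/Em 447 nm.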
Mito fusion yeast – inhibitors of mitochondrial division or activators of mitochondrial fusion; S. cerevisiae fusion-defective mutant growth rescue, CellTiterGlo 48 h; Potency, µM (top dose mostly 46.1 µM), without a hit: at the highest dose growth rescue (activation), actives largely listed as activators; 320,000 tested, 0.23% active; AID 485298;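 also: potency is read from the fitted curve at half-maximal effect; % of control where 0% means no effect; nearly all actives have a fitted effect of over 45% in size; temperature-sensitive fusion mutants such as fzo1-1 at 37 °C on non-fermentable ethanol glycerol medium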
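Yeast fusion mutant, YPEG (non-fermentable carbon), compound, 48 h at 37C non-permissive; CellTiterGlo added, 10 min RT, luminescence read. Rescued growth = division inhibition.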
TCR act – activators of T cell receptors; 330,000 tested, under 10 active; AID 504894; primary human leukocytes, anti-CD3, IL-2 HTRF, 48 h; Potency, µM (series often up to 9.22 µM), without a hit: at the highest dose activation of IL-2 secretion, most hits filed as activators; also: % of control where 0% means no effect
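Primary human leukocytes incubated 48 hr with anti-CD3 beads plus compound, without co-stimulation. Secreted IL-2 measured by HTRF (europium cryptate/d2 anti-IL-2 pair, 320 nm excitation, 665 nm emission).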
TSG101-PTAP inh – blocks PTAP/TSG101 interaction to inhibit HIV-1 budding. Potency, µM (top dose mostly 115 µM), inactives show at the highest dose activity change, negative = inhibition, usual class: inhibitors. Fluorescence polarization, FITC-PTAP peptide / Tsg101 binding. 340,000 tested, under 10 active. AID 493005. Q99816; active = well fitted inhibition curve with a large enough effect in the main read-out, with a control signal flat, not every such curve was filed as active; inconclusive = small, poorly fitted or top-dose-only effect, or effect the other way, or a change in a side signal; inactive = no such curve, though single readings can be large or run the other way; also: potency is read from the fitted curve at half-maximal effect; % of control where 0% means no effect
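Steps: Tsg101 binding domain dispensed (10 uM final), compounds pinned in DMSO, FITC-labeled PTAP-motif peptide added (50 nM final); after 20 min binding at room temperature, polarization measured.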
A-T KAP1 phos – candidate therapy for ataxia-telangiectasia; […] A-T fibroblasts, KAP-1 phosphorylation AlphaLISA; neocarzinostatin DNA damage 30 min before lysis; 320,000 tested, 0.19% active; AID 485349; Potency, µM (highest dose often 57.5 µM), without a hit: top-dose activation, hits mostly activators; also: potency is read from the fitted curve at half-maximal effect; % of control where 0% means no effect; nearly all actives have a fitted effect of over 45% in size
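hTERT-immortalized A-T patient fibroblasts ([…]), 500 cells/well in OPTI-MEM, 1% FBS, got compounds for 60 min, then NCS for 30 min at 37C. Lysates were then assayed for phospho-KAP-1 by AlphaLISA (anti-pKAP1 donor, anti-KAP1 acceptor beads), 6 hr at 25C.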
a7 integrin act – activates integrin-mediated alleviation for muscular dystrophy; alpha7betagal myoblasts, beta-gal FDG fluorescence, 48 h; Potency, µM (doses to about 38.3 µM), inactives show at the top dose activation, usual class: activators; AID 624291; 350,000 tested, 0.064% active;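 also: potency is read from the fitted curve at half-maximal effect; 100% = response of the positive control SU9516; nearly all actives have a fitted effect of over 60% in size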
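Alpha7betagal+/- myoblasts (passage 13) were plated 16-24 hr, then exposed to compounds (1:260 dilution of DMSO stock) for 48 hours at 37C. After MPER lysis, β-galactosidase reporter activity was read as FDG fluorescence (ex 480/em 540) after 30 minutes.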
Chronic BCR inh – chronic active BCR signaling inhibition. ABC-DLBCL IkBa-CBG/CBR reporter, luminescence ratio, 4 h. AID 493014. Potency, µM (doses to about 46.1 µM), inactives show top-dose ratio change, negative = lower green/red ratio, most hits filed as inhibitors. 340,000 tested, 0.05% active; active = well fitted inhibition curve with a large enough effect in the signal ratio, with a control signal flat, not every such curve was filed as active; inconclusive = small, poorly fitted or top-dose-only effect, or effect the other way, or a change in a side signal; the % refers to the signal ratio;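 also: potency is read from the fitted curve at half-maximal effect; plate controls were basal doxycycline-induced cells for no effect and cells given 10 µM MG132 for full effect; MG132 reads +100%, hits lower the ratio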
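Compounds up to 46 uM were incubated four hours with TMD8 cells whose green CBG68 luciferase is fused to IkappaBalpha; red CBR luminescence normalised the signal, and concentration-effect curves were fitted to fusion, red and ratio data.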
TSHR antag – human thyrotropin receptor antagonism. TSHR-expressing cells, TSH-stimulated cAMP HTRF, 2 h; active compounds read low. activity change, negative = inhibition, % at 11.5 µM. 330,000 tested, 0.2% active. AID 504810;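 active = activity change below a set negative limit, meaning inhibition stronger than a set level, cut at about -70% in these data; inconclusive = activity change between two set negative limits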; also: % is scaled to controls: 0 for no effect and ±100 for the full control effect
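TSHR-expressing cells, 200/well, pre-treated with compound, then stimulated with EC80 TSH (4nM final) for 2 hours at 37 deg C. cAMP measured by competitive HTRF: anti-cAMP cryptate antibody in lysis buffer plus cAMP-d2, read after 30 minutes at room temperature.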
Tb PFK inh – blocks T. brucei phosphofructokinase. O15648. T. brucei PFK, ADP-Glo luminescence. Potency, µM (highest dose often 57.5 µM), for the others: top-dose activity, negative = inhibition, actives largely listed as inhibitors. 330,000 tested, 0.17% active;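 also: potency is read from the fitted curve at half-maximal effect; 0% = uninhibited 1x PFK enzyme wells and -100% = no-enzyme wells; nearly all actives have a fitted effect of over 60% in size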
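In TEA buffer at pH 8.0 with 5 mM MgCl2, enzyme (1.25 nM) converted F6P (0.5 mM) and ATP (0.1 mM) for 45 min at room temperature. ADP product was read by luciferase luminescence.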
ELG1 repair inh – inhibitors of ELG1-dependent DNA repair in HEK293T cells | AID 504467 | Potency, µM (doses to about 46.1 µM), for inactives: at the highest dose activity change, negative = inhibition, usual class: inhibitors | 330,000 tested, 2.3% active | HEK293T ELG1-luciferase reporter, luminescence, 16 h; DNA damage induced by 5-fluorouridine; also: potency is read from the fitted curve at half-maximal effect; % is scaled to controls: 0 for no effect and ±100 for the full control effect; nearly all actives have a fitted effect of over 55% in size
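Reporter activity after DNA damage by 5-fluorouridine is monitored. Compound-treated cells incubate 16 hr at 37 °C, then ONE-Glo is added for 30 min before luminescence reading.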
* hit, by the source's call; [ ] = remark or other dose. Unless noted, calls follow the shape of the dose curve; as a rule, active = well fitted curve in the direction sought with a large enough effect; inconclusive = small, poorly fitted or top-dose-only effect, or another doubt; inactive = no such curve, though single readings can be large; an effect the other way counts as inactive or inconclusive.

Cc1nn(-c2ccccc2)c(N2CCCC2)c1/C=C1\N=C(c2ccc(OC(C)C)cc2)OC1=O was read as Eya2 phos inh -3%, ASM inhibitor -14%, Mito fusion yeast -4%, TCR act 4%[46.1 µM], TSG101-PTAP inh inconclusive, A-T KAP1 phos 1%, a7 integrin act -22%, Chronic BCR inh 3%, TSHR antag 3, Tb PFK inh 5% and ELG1 repair inh 1%.
For COc1ccc(NC(=O)C(NC(=O)c2ccc(=O)[nH]c2)c2ccc(OC)cc2)cc1 (stereo not drawn) the results were Eya2 phos inh 6%, ASM inhibitor -1%, Mito fusion yeast -7%, TCR act -2%[46.1 µM], TSG101-PTAP inh -3%, A-T KAP1 phos 3%, a7 integrin act -13%, Chronic BCR inh -2%, TSHR antag -6, Tb PFK inh -7% and ELG1 repair inh 8%.
For CN(C)c1ccc(/C=N/NC(=O)c2cccc(N3CCCC3=O)c2)cc1 the results were Eya2 phos inh -11%, ASM inhibitor 103%[activator], Mito fusion yeast 5%, TCR act -5%, TSG101-PTAP inh -1%, A-T KAP1 phos 9%, a7 integrin act 0%, Chronic BCR inh -11%, TSHR antag -19, Tb PFK inh -3% and ELG1 repair inh inconclusive.
Cc1nc(CN(C)Cc2nc(Cc3ccccc3Cl)no2)cs1 was read as Eya2 phos inh inconclusive, ASM inhibitor 2%, Mito fusion yeast -4%, TCR act 1%, TSG101-PTAP inh 2%, A-T KAP1 phos 7%, a7 integrin act 2%, Chronic BCR inh 6%, TSHR antag -7, Tb PFK inh -3% and ELG1 repair inh 12%.
Screening CN1CCC(N(C)S(=O)(=O)c2ccc(NC(=O)COc3ccc([N+](=O)[O-])cc3)cc2)CC1 returned Eya2 phos inh -4%, ASM inhibitor -2%, Mito fusion yeast 0%, TCR act 1%, TSG101-PTAP inh 0%, A-T KAP1 phos -14%, a7 integrin act -17%, Chronic BCR inh 3%, TSHR antag -5, Tb PFK inh -23% and ELG1 repair inh 17%.
`Cc1c(Cl)cccc1-n1c(SCC(=O)NCc2ccccc2Cl)nnc1-c1ccncc1` gave Eya2 phos inh -12%, ASM inhibitor 2%, Mito fusion yeast -9%, TCR act 4%, TSG101-PTAP inh 2%, A-T KAP1 phos 3%, a7 integrin act 25%, Chronic BCR inh inconclusive, TSHR antag 66, Tb PFK inh 5% and ELG1 repair inh 7%.
Screening COc1ccc(-c2csc(-c3cccs3)n2)cc1OC returned Eya2 phos inh 0%, ASM inhibitor -4%, Mito fusion yeast 12%, TSG101-PTAP inh -3%, A-T KAP1 phos 27%, a7 integrin act 2%, Chronic BCR inh inconclusive, TSHR antag -1, Tb PFK inh 10% and ELG1 repair inh inconclusive.
For Cc1cc(=O)[nH]c(N/N=C/c2c[nH]c3ccccc23)n1 the results were Eya2 phos inh -6%, ASM inhibitor 4%, Mito fusion yeast 8%, TCR act -14%, TSG101-PTAP inh -2%, A-T KAP1 phos 5%, a7 integrin act 4%, Chronic BCR inh inconclusive, TSHR antag 0, Tb PFK inh -1% and ELG1 repair inh inconclusive.
For Cc1ccc2nc3ccc(N4CCCCCCC4)nn3c(=O)c2c1 the results were Eya2 phos inh -12%, ASM inhibitor 23%, Mito fusion yeast 2%, TSG101-PTAP inh -7%, A-T KAP1 phos -2%, a7 integrin act -11%, Chronic BCR inh 10%, TSHR antag 7, Tb PFK inh 0% and ELG1 repair inh inconclusive.
`Cc1cc(NC(=O)CCC(=O)N(c2ccccc2)C(C(=O)NC2CCCC2)c2ccc(F)cc2)no1` (stereo not drawn) gave Eya2 phos inh 2%, ASM inhibitor 32%, Mito fusion yeast -2%, TCR act -6%, TSG101-PTAP inh 1%, A-T KAP1 phos 5%, a7 integrin act 18%, Chronic BCR inh -2%, TSHR antag 1, Tb PFK inh -2% and ELG1 repair inh -17%.
Screening COc1cc(OC)c(C2C(C#N)=C(N)Oc3cc(C)n(CCCN4CCOCC4)c(=O)c32)cc1OC (stereo not drawn) returned Eya2 phos inh 8%, ASM inhibitor 0%, Mito fusion yeast -5%, TCR act 6%, TSG101-PTAP inh -3%, A-T KAP1 phos 0%, a7 integrin act -3%, Chronic BCR inh inconclusive, TSHR antag 0, Tb PFK inh 0% and ELG1 repair inh 5%.
Screening Cc1cc(S(=O)(=O)Nc2ccc(C(=O)NCC(c3ccco3)N(C)C)cc2)ccc1F (stereo not drawn) returned Eya2 phos inh -5%, ASM inhibitor 1%, Mito fusion yeast 8%, TCR act 0%, TSG101-PTAP inh -1%, A-T KAP1 phos -1%, a7 integrin act -10%, Chronic BCR inh -4%, TSHR antag -2, Tb PFK inh 2% and ELG1 repair inh 11%.
Cc1occc1-c1nnc(SCC(=O)NCCc2ccccc2)n1Cc1ccccc1 was read as Eya2 phos inh 0%, ASM inhibitor 1%, Mito fusion yeast -3%, TCR act 1%, TSG101-PTAP inh -5%, A-T KAP1 phos 1%, a7 integrin act 8%, Chronic BCR inh 5%, TSHR antag 0, Tb PFK inh -9% and ELG1 repair inh -24%.
`CCC(=O)N1CCc2cc(S(=O)(=O)NC(C(=O)N3CCN(c4ccc(F)cc4)CC3)C(C)C)ccc21` (stereo not drawn) gave Eya2 phos inh -19%, ASM inhibitor -3%, Mito fusion yeast 2%, TCR act 0%, TSG101-PTAP inh 1%, A-T KAP1 phos 3%, a7 integrin act -3%, Chronic BCR inh 1%, TSHR antag -3, Tb PFK inh -4% and ELG1 repair inh 4%.
`CCC(=O)Nc1ccc(NC(=O)c2cc3ccccc3o2)cc1` gave Eya2 phos inh 4%, ASM inhibitor 0%, Mito fusion yeast 7%, TCR act 6%, TSG101-PTAP inh 0%, A-T KAP1 phos inconclusive, a7 integrin act -16%, Chronic BCR inh 5%, TSHR antag 1, Tb PFK inh 3% and ELG1 repair inh inconclusive.
For c1ccc(COc2ccc(OCCCN3CCCCC3)cc2)cc1 the results were Eya2 phos inh -10%, ASM inhibitor 1%, Mito fusion yeast -3%, TCR act -7%, TSG101-PTAP inh 1%, a7 integrin act -53%[inhibitor], Chronic BCR inh inconclusive, TSHR antag -10, Tb PFK inh 3% and ELG1 repair inh inconclusive.
For CCc1cccc(N(C(=O)c2csnn2)C(C(=O)NC(C)(C)CC)c2ccccn2)c1 (stereo not drawn) the results were Eya2 phos inh -2%, ASM inhibitor 3%, Mito fusion yeast 4%, TCR act 2%, TSG101-PTAP inh 0%, A-T KAP1 phos 5%, a7 integrin act 3%, Chronic BCR inh 1%, TSHR antag -29, Tb PFK inh -1% and ELG1 repair inh -19%.
CC(Cc1cccs1)NC(=O)Nc1ccc(Cl)c(Cl)c1 (stereo not drawn) was read as Eya2 phos inh -15%, ASM inhibitor -7%, Mito fusion yeast -13%, TCR act -10%, TSG101-PTAP inh -4%, a7 integrin act 7%, Chronic BCR inh inconclusive, TSHR antag -38, Tb PFK inh 3% and ELG1 repair inh inconclusive.
For Cc1ccc2cccc(NC(=O)c3ccc(Br)o3)c2n1 the results were Eya2 phos inh -13%, ASM inhibitor -14%, Mito fusion yeast 4%, TCR act -4%, TSG101-PTAP inh -4%, A-T KAP1 phos 10%, a7 integrin act 8%, Chronic BCR inh inconclusive, TSHR antag 0, Tb PFK inh 0% and ELG1 repair inh -11%.
Screening Cc1[nH]nc2c1C(c1ccc(-c3ccc(Cl)cc3)o1)C(C#N)=C(N)O2 (stereo not drawn) returned Eya2 phos inh -7%, ASM inhibitor -22%, Mito fusion yeast 11%, TCR act -1%[46.1 µM], TSG101-PTAP inh 0%, A-T KAP1 phos 7%, a7 integrin act -51%[inhibitor], Chronic BCR inh inconclusive, TSHR antag -12, Tb PFK inh -13% and ELG1 repair inh inconclusive.
For CCOc1ccc(NC(=S)N2CCC(N(C)CC3CCCO3)CC2)cc1 (stereo not drawn) the results were Eya2 phos inh 4%, ASM inhibitor 1%, Mito fusion yeast -3%, TCR act -2%, TSG101-PTAP inh -1%, A-T KAP1 phos 0%, a7 integrin act 2%, Chronic BCR inh 4%, TSHR antag 26, Tb PFK inh 8% and ELG1 repair inh 5%.

Bioassay records (PubChem)
